Bioassay records deposited in PubChem BioAssay by National Center for Advancing Translational Sciences (NCATS).
APEX1 inh: qHTS Assay for Inhibitors of the Human Apurinic/apyrimidinic Endonuclease 1 (APE1) | DNA repair nuclease/redox regulator APEX1 (Homo sapiens), P27695 | recombinant APE1, TAMRA/BHQ-2 abasic DNA cleavage fluorescence | Potency, µM (top dose mostly 65.8 µM), without a hit: top-dose activity change, negative = inhibition, hits mostly inhibitors | actives 0.35% (n = 350,000) | AID 2517, 2012;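 also: potency is read from the fitted curve at half-maximal effect; plate controls were vehicle for no effect and reference inhibitor for full effect; nearly all actives have a fitted effect of over 55% in size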
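Measures dequenching upon AP-site incision of a 5'-TAMRA/3'-BHQ-2 THF-containing duplex, 50 nM; human APE1 0.75 nM after 15 min room-temperature exposure to compound; kinetic three-point read at one-minute spacing.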
Pol kappa inh: qHTS for Inhibitors of Polymerase Kappa; Potency, µM (highest dose often 107 µM), for inactives: at the highest dose activity, negative = inhibition, hits mostly inhibitors; AID 588579, 2011; purified Pol kappa, fluorescent DNA synthesis assay, 10 min; actives 0.53% (n = 400,000); also: potency is read from the fitted curve at half-maximal effect; % is scaled to controls: 0 for no effect and ±100 for the full control effect
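Pol kappa 10 nM + cpd, 15 min RT; start w/ substrate 50 nM final; fluorescence kinetic read, 0 and 10 min. Neg ctrl: buffer, no enzyme.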
ERG-DNA inh: qHTS for Small Molecule Inhibitors of the ERG Ets/DNA interaction | Transcriptional regulator ERG (Homo sapiens), P11308 | AID 624246, 2012 | Potency, µM (highest dose often 76.9 µM), for inactives: top-dose FP activity, negative = inhibition, actives largely listed as inhibitors | fluorescence polarization, His-ERG Ets domain / labelled DNA | actives 0.028% (n = 370,000); active = well fitted inhibition curve with a large enough effect in the polarisation, with a control signal flat; inconclusive = small, poorly fitted or top-dose-only effect, or effect the other way, or a change in a side signal; inactive = no such curve, though single readings can be large or run the other way; the % refers to the polarisation;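 also: polarization taken with two DNA probes labelled with fluorescein and Texas red; potency is read from the fitted curve at half-maximal effect; % of control where 0% means no effect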
Target sequence (P11308 whole entry, looked up, the tested form may be a part): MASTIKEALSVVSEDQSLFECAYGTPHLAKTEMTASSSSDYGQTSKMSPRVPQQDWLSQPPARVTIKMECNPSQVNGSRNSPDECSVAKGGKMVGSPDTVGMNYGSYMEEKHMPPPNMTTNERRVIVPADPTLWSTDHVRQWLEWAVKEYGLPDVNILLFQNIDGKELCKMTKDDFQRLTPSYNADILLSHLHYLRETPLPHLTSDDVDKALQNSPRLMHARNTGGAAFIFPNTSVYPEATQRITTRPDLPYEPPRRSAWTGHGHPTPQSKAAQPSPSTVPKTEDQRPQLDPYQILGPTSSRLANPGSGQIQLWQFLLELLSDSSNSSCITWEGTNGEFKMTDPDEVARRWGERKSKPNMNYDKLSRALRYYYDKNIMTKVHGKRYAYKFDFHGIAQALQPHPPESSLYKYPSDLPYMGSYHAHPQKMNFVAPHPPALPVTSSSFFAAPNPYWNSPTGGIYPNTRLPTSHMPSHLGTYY
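His-tagged ERG Ets domain (1 uM in the protein solution; 300mM KCl, 50mM Tris-HCl, 1mM EDTA, 1mM DTT, pH 7.5) received compound, then a probe mix of 5 nM fluorescein-DNA and 100nM Texas-615-DNA. Fluorescence polarization was read for both dyes.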
POLI inh: qHTS for Inhibitors of Polymerase Iota; DNA polymerase iota (Homo sapiens), Q9UNA4; Pol iota fluorescent replication assay, 10 min; Potency, µM (top dose mostly 115 µM), for inactives: top-dose activity, negative = inhibition, hits mostly inhibitors; actives 1% (n = 390,000); AID 588590, 2011; also: potency is read from the fitted curve at half-maximal effect
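Pol iota at 10 nM preincubated 15 min with compounds at room temperature; reaction started with fluorescent substrate, 50 nM final. Fluorescence read kinetically at 0 and 10 min; buffer-only wells as negative control.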
TRHR agonist: qHTS for Small Molecule Agonists and Allosteric Enhancers of Human TRH Receptor: Primary Screen for Agonists; activation, % at 2 µM; TRHR cells, calcium flux fluo-8, FDSS agonist mode; AID 493084, 2011; actives 0.18% (n = 360,000); in the data active = activation above about 30%; also: 0% is about no effect
Target sequence (P34981 whole entry, looked up): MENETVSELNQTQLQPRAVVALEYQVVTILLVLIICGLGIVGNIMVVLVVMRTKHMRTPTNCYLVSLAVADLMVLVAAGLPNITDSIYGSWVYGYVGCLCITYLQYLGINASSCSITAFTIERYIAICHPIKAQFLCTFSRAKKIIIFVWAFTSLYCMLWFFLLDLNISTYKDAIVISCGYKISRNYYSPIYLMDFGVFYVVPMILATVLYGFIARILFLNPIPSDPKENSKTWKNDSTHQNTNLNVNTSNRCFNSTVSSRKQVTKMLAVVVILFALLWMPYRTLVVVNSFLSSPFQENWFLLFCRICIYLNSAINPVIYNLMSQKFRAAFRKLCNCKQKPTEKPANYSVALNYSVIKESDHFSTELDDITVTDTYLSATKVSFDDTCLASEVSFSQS
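Fluo-8-loaded TRHR cells; 10 s baseline, compound added, kinetic Ca2+ fluorescence read 1/s, agonist mode.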
Anesthetic bind: qHTS Assay for Identification of Novel General Anesthetics; actives 0.074% (n = 350,000); apoferritin/1-aminoanthracene competitive binding, fluorescence; AID 485281, 2010; Potency, µM (highest dose often 77.5 µM), for the others: top-dose activity change, negative = displacement, actives largely listed as inhibitors; Ferritin light chain (Equus caballus), P02791; also: potency is read from the fitted curve at half-maximal effect; % is scaled to controls: 0 for no effect and ±100 for the full control effect; nearly all actives have a fitted effect of over 20% in size
Target sequence (P02791 2-175 limits assumed): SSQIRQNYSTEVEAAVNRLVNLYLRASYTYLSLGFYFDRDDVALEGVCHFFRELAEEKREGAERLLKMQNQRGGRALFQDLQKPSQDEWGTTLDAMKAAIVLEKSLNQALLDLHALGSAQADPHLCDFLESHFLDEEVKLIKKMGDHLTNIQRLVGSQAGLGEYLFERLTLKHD
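10 uM apoferritin + 50% sat. 1-AMA, PBS; cpd 10 min RT; Ex380/Em535 endpoint; normalized to free probe vs complex; 4-param Hill fit; propofol titration as pos. ctrl.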
BLM inh: qHTS Assay for Inhibitors of Bloom's syndrome helicase (BLM); recombinant BLM DNA unwinding, fluorescence dequenching; Potency, µM (series often up to 56.1 µM), inactives show top-dose activity change, negative = inhibition, most hits filed as inhibitors; actives 0.2% (n = 350,000); AID 2528, 2010;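 also: potency is read from the fitted curve at half-maximal effect; plate controls were vehicle for no effect and no enzyme for full effect; nearly all actives have a fitted effect of over 35% in size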
POLB inh: qHTS Assay for Inhibitors of DNA Polymerase Beta. Potency, µM (titrated, usually from 114 µM), for the others: at the top dose activity change, negative = inhibition, most hits filed as inhibitors. actives 1.3% (n = 340,000). P06746. Pol beta primer extension/strand displacement, fluorescence kinetic; also: potency is read from the fitted curve at half-maximal effect; % is scaled to controls: 0 for no effect and ±100 for the full control effect
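Human Pol beta at 10 nM; strand-displacement substrate 50 nM final. Compound exposure 15 min at room temperature before start, reaction 10 min at room temperature.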
12-LOX inh: Primary qHTS assay for inhibitors of human arachidonate 12S-lipoxygenase (ALOX12): Round 2; AID 1671190, 2021; actives 1.1% (n = 580,000); purified 12hLO, xylenol orange hydroperoxide absorbance; Potency, µM (series often up to 108 µM), for the others: at the top dose activity change, negative = inhibition, usual class: inhibitors; also: potency is read from the fitted curve at half-maximal effect; % is scaled to controls: 0 for no effect and ±100 for the full control effect
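Hydroperoxide product was detected by ferrous iron/xylenol orange as the 573 to 405 nm absorbance ratio. Arachidonic acid at 40 uM (final) was turned over for 30 min at room temperature by 150 nM human 12hLO, pH 7.0 Hepes buffer, after 15 min compound preincubation.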
Active calls of the source: *; u = inconclusive; x = not tested or not shown; [ ] = another dose, or the depositor's remark. Unless noted, calls follow the shape of the dose curve; as a rule, active = well fitted curve in the direction sought with a large enough effect; inconclusive = small, poorly fitted or top-dose-only effect, or another doubt; inactive = no such curve, though single readings can be large; an effect the other way counts as inactive or inconclusive.

SMILES	APEX1 inh	Pol kappa inh	ERG-DNA inh	POLI inh	TRHR agonist	Anesthetic bind	BLM inh	POLB inh	12-LOX inh
CCN(CC)S(=O)(=O)c1cc(NC(=O)CCn2[nH]c(=O)ccc2=O)ccc1C	-17%	-7%	2%	-16%	x	x	x	x	5%
CCc1ccc(CN(C(=O)c2nc(SC)ncc2Cl)C2CCS(=O)(=O)C2)cc1 (stereo not given)	x	0%	5%	16%	-0.3	0%	-1%	-5%	-26%
COc1ccc(Br)cc1CN(C)C(=O)C1=CC=CN2CCS(=O)(=O)N=C12	20%	-11%	4%	3%	x	x	x	x	u
COc1cccc(NC(=O)Cn2nnc(C(=O)Nc3cc(Cl)ccc3OC)c2N)c1	8%	8%	-1%	40%	1.3	-2%	-10%	-20%	-2%
C=C(C(=O)c1ccccc1)C(C)C(=C)C(=O)c1ccccc1	0%	-15%	0%	u	-0.6	u	-9%	-2%	-2%
O=C(NCc1cccc(Br)c1)c1ccc(-n2cnc3cccnc32)cc1	x	-8%	0%	-12%	-0.7	156%[activator]	-3%	u	-18%
COc1ccc(S(=O)(=O)Nc2ccccc2C(=O)NC(C)(C)C)cc1OC	-11%	-4%	-5%	5%[58.9 µM]	0.2	-5%	-3%	-2%	24%
COc1ccccc1NC(=O)/C(C#N)=C/c1ccncc1	9%	12%	4%	18%	0.8	-3%	-12%	36%	u
O=C(CSc1ncnc2ccccc12)Nc1cc(S(=O)(=O)N2CCCCC2)ccc1Cl	-3%	-2%	-3%	-15%	0.6	-9%	-4%	-1%	34%[activator]
Cc1ccc2[nH]c3c(c2c1)CN(C(=O)CN1CCN(Cc2ccc4c(c2)OCO4)CC1)CC3	12%	-8%	8%	27%	1.9	-8%	0%	-12%	u
CCCN(CC1CC1)C(=O)COC(=O)c1ccc(C)cc1O	-1%	-13%	-1%	71%[activator]	x	x	x	x	-4%
CC1CCCN(S(=O)(=O)c2ccc(C(=O)Nc3nnc(-c4ccco4)o3)cc2)C1 (stereo not given)	-16%	-9%	1%	10%	-0.9	-4%	-6%	6%	-11%
CCOc1ccccc1-n1c(SCC(=O)N2CCCC2)nnc1-c1ccc(O)cc1	-2%	-6%[60.1 µM]	x	17%	-0.3	-14%	0%	32%	2%
CCOC(=O)c1nn(-c2ccc(C)c(Cl)c2)c(=O)c(C#N)c1C	16%	-6%	9%	26%	-0.6	-5%	-1%	1%	0%
COc1nc(-c2ccc(Cl)cc2)ccc1-c1noc(-c2ccco2)n1	1%	-10%	-12%	19%	3.8	-9%	2%	-9%	u
COc1cccc(/C=C/c2nc(C#N)c(NCCN(C)C)o2)c1	x	-1%	-1%	14%	1.2	995%[activator]	-8%	23%	0%
COc1cc2[nH]c(=O)n(Cc3ccc(C(=O)NC4CCCC4)cc3)c(=O)c2cc1OC	-2%	2%	-11%	0%	-2.3	-14%	-1%	-2%	19%
NC(=O)C(c1cccc(Cl)c1)c1ncc(C(F)(F)F)cc1Cl (stereo not given)	-2%	-11%	-4%	5%	-1.0	-16%	-1%	26%	-23%
N#CCSc1nc2cc(C(=O)N3CCC(C(N)=O)CC3)ccc2c2nc3ccccc3n12	u	-14%	-8%	11%	-0.1	-14%	3%	4%	x
CC(C)(C)NC(=O)COc1ccc(CNCc2cccnc2)cc1	3%	3%	-1%	36%[activator]	0.8	-6%	-4%	2%	u

8 entries from above, with values under each structure:
Sequence of screens: APEX1 inh, Pol kappa inh, ERG-DNA inh, POLI inh, TRHR agonist, Anesthetic bind, BLM inh, POLB inh, 12-LOX inh
- CCOc1ccccc1-n1c(SCC(=O)N2CCCC2)nnc1-c1ccc(O)cc1
→ -2%, -6%[60.1 µM], x, 17%, -0.3, -14%, 0%, 32%, 2%
- CCOC(=O)c1nn(-c2ccc(C)c(Cl)c2)c(=O)c(C#N)c1C
→ 16%, -6%, 9%, 26%, -0.6, -5%, -1%, 1%, 0%
- COc1nc(-c2ccc(Cl)cc2)ccc1-c1noc(-c2ccco2)n1
→ 1%, -10%, -12%, 19%, 3.8, -9%, 2%, -9%, u
- COc1cccc(/C=C/c2nc(C#N)c(NCCN(C)C)o2)c1
→ x, -1%, -1%, 14%, 1.2, 995%[activator], -8%, 23%, 0%
- COc1cc2[nH]c(=O)n(Cc3ccc(C(=O)NC4CCCC4)cc3)c(=O)c2cc1OC
→ -2%, 2%, -11%, 0%, -2.3, -14%, -1%, -2%, 19%
- NC(=O)C(c1cccc(Cl)c1)c1ncc(C(F)(F)F)cc1Cl (stereo not given)
→ -2%, -11%, -4%, 5%, -1.0, -16%, -1%, 26%, -23%
- N#CCSc1nc2cc(C(=O)N3CCC(C(N)=O)CC3)ccc2c2nc3ccccc3n12
→ u, -14%, -8%, 11%, -0.1, -14%, 3%, 4%, x
- CC(C)(C)NC(=O)COc1ccc(CNCc2cccnc2)cc1
→ 3%, 3%, -1%, 36%[activator], 0.8, -6%, -4%, 2%, u

More records:
SMILES	APEX1 inh	Pol kappa inh	ERG-DNA inh	POLI inh	TRHR agonist	Anesthetic bind	BLM inh	POLB inh	12-LOX inh
CCOc1ccccc1N1CCN(C(=O)CC(C)(C)C)CC1	-3%	4%	2%	-6%	-0.6	-10%	0%	-2%	4%
O=C(Cc1ccccc1)Nc1ccc(NC(=O)c2cccc(Cl)c2)cc1	-3%	6%	-7%	14%	0.8	-11%	-2%	-15%	-2%
Cc1ccc(NC(=O)C2CCCN(S(=O)(=O)c3cccc4nsnc34)C2)cc1C (stereo not given)	x	-6%	-4%	-14%	0.7	-23%	-3%	u	-17%
CSc1ccc(CCNC(=O)C(C)n2nc(C)c3c(C)n(-c4ccccc4)nc3c2=O)cc1 (stereo not given)	x	5%	14%	22%	-0.3	u	0%	-16%	-20%
COc1ccc(-c2oc(=O)c3cc(OC)c(OC)cc3c2-c2cc(F)cc(OC)c2)cc1	-3%	-6%	1%	31%[activator]	0.3	x	x	x	0%
CC(C)[C@H](NC(=O)c1ccccc1)C(=O)OCC(=O)NCc1ccc(F)cc1	-2%	-8%	3%	176%[activator]	-0.3	-6%	-5%	-17%	-5%
C[C@@H]1CN([C@H](C)CO)C(=O)c2cc(NC(=O)Cc3cn(C)c4ccccc34)ccc2O[C@H]1CN(C)S(=O)(=O)c1ccc(F)cc1	-11%	0%	5%	-1%	x	x	x	x	-2%
Cc1ccc(NC(=O)Cn2c(=O)n(CCC(C)C)c(=O)c3cccnc32)cc1C	x	5%	-7%	u	-0.2	-16%	-4%	34%	-14%
O=C(Nc1ccc(Oc2ccccc2)cc1)C1CCN(S(=O)(=O)c2ccc(Cl)cc2)CC1	x	-4%	0%	34%[activator]	-0.2	3%	-3%	1%	0%
Cc1nnc(SC(C(=O)c2ccccc2)c2ccccc2)[nH]c1=O (stereo not given)	6%	-9%	-1%	23%	0.0	3%	-1%	26%	8%
CNC(=O)c1ccc2nc(Cc3ccccc3)oc2c1	x	-6%[60.1 µM]	0%	-2%	0.5	3%	2%	1%	u
O=C1c2ccccc2C(=O)N1CCCCSc1nc2ccccc2o1	21%	-14%	-1%	8%	3.0	u	-8%	-19%	0%
Cc1cccc(N=Nc2c(O)[nH]c3ccc(Br)cc23)c1	18%	-6%	0%	u	1.6	-13%	-7%	7%	u
Cc1cc2c(cc3c(SCc4cccc(Cl)c4)nnc(C)n32)o1	x	-10%	1%	0%	0.3	-2%	-11%	2%	-13%
CC(C)c1ccc(O)c(NC(=S)NC(=O)c2cccnc2)c1	-3%	-12%	-14%	76%[activator]	-0.1	-10%	-4%	-25%	-11%
CCCCNS(=O)(=O)c1ccc(NC(=O)Cc2ccc(OC)cc2)cc1	-8%	-5%	-3%	6%	0.4	-22%	-5%	0%	12%
CCc1ccc2[nH]cc(S(=O)(=O)c3ccc(C(C)C)cc3)c(=O)c2c1	x	-14%	1%	6%	0.9	-21%	-5%	1%	1%
Cc1ccc(C)c(N2CCN(C(=O)CCc3nc(-c4cccc(F)c4)no3)CC2)c1	-3%	-1%	8%	36%	x	x	x	x	-3%
COc1ccc(-c2nn(-c3ccccc3)cc2/C=N/NC(=O)c2ccc(Br)o2)cc1	-1%	-18%	u	-1%	0.0	-6%	-6%	79%	-22%
Nc1nc(N)c2c(ccc3nccc32)[nH]1	-1%	-6%	3%	53%[activator]	-0.7	25%	u	-20%	7%
CCCNC(=O)NCCc1c(C)[nH]c2ccccc12	2%	-8%	-8%	1%	0.3	-3%	4%	4%	-8%
Cc1c(NC(=O)Nc2cccc(F)c2)c(=O)n(-c2ccccc2)n1C	8%	-10%	1%	69%[activator]	0.0	-5%	0%	82%	1%
CC(C)C(=O)N[C@@H]1c2ccccc2CC[C@@H]1O	0%	-3%	15%	-26%	x	x	x	x	14%

Some of the compounds tested; rates above refer to the full screens.
